Source: PubChem (National Center for Advancing Translational Sciences (NCATS))
TbPYK inhibitor – qHTS of Trypanosoma Brucei Inhibitors; pyruvate kinase (Trypanosoma brucei), Q57TT1; TbPYK enzyme, Kinase-Glo Plus ATP luminescence, 45 min; Potency, µM (doses to about 76.8 µM), for the others: at the top dose activity, negative = inhibition, hits mostly inhibitors; 410,000 compounds, 0.12% hits; active means well fitted inhibition curve with a large enough effect; inconclusive means small, poorly fitted or top-dose-only effect; further: nearly all actives have a fitted effect of over 50% in size
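Activity of T. brucei pyruvate kinase was followed by Kinase-Glo Plus luminescence after the enzyme reacted 45 min at room temperature with 130 uM ADP (final) and substrate. Test compounds were added before ADP at multiple concentrations.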
Starred values were filed as active, the others as inactive; ? = inconclusive; [ ] = another dose, or the depositor's remark. On the % scale 0 is the no-effect control and ±100 the full control effect; potency means the concentration at half of the fitted maximal effect.

SMILES	TbPYK inhibitor
ClC(Cl)(Cl)C1=NCc2nnn(Cc3ccccc3)c2N1	-7%
Cc1ccccc1C(=O)N(C)[C@H]1C[C@H]2c3[nH]c4ccccc4c3CCN2C(=O)[C@H]1[C@H](C)O	-8%
O=S(=O)(O)C(F)(F)C(F)(F)C(F)(F)C(F)(F)C(F)(F)C(F)(F)C(F)(F)C(F)(F)F	0%[157 µM]
CC(C)(C)c1ccc(CC(=O)N2CCC2(C)C(=O)NS(=O)(=O)c2ccc3c(c2)CCO3)cc1 (stereo unspecified)	-5%
CCCNC(=O)C1(C)CCN1C(=O)Cc1ccc(C(C)C)cc1 (stereo unspecified)	-1%
C=CCN(c1ccccc1OC)S(=O)(=O)c1ccc(Cl)c(C(=O)NCc2ccco2)c1	-14%
CC(C)CN(C(=O)CSc1nnc(-c2cccs2)n1C1CC1)C1CCS(=O)(=O)C1 (stereo unspecified)	4%
c1ccc(C(c2ccccc2)N2CC[C@@]3(CCCNC3)C2)cc1	10%
C[C@H]1CN([C@@H](C)CO)C(=O)CCCn2cc(nn2)CO[C@@H]1CN(C)S(=O)(=O)c1ccc(C#N)cc1	9%
O=C(NS(=O)(=O)c1ccc2ccc(S(=O)(=O)NCCSc3ccccc3)cc2c1)c1cccc2ccccc12	-6%
CC(C)(C)n1nnnc1C(c1ccccc1)N1CCN(CCN2CCOCC2)CC1 (stereo unspecified)	0%
Cc1ccc(S(=O)(=O)C=CS(=O)(=O)c2ccc(C)cc2)cc1	?
C[C@H]1CN([C@@H](C)CO)C(=O)CCCn2nncc2CO[C@H]1CN(C)C(=O)NC1CCCCC1	4%
O=[N+]([O-])c1nccn1CCCCCCCCCCCN1CCOCC1	0%
O=C(c1ccc(F)cc1)C1CCN(Cc2ccccc2F)CC1	4%
CCOC(=O)c1cc2c(c(-c3cccc(-c4cc5ccccc5o4)c3)n1)[C@@H](CCO)N(S(=O)C(C)(C)C)C2 (stereo partly specified)	-1%
Cc1ccccc1OCC(=O)OCC(=O)NC1CCCC(C)C1C (stereo unspecified)	-7%
CC1(C(=O)NS(=O)(=O)Cc2cccc(Cl)c2)CCN1C(=O)CCc1cccs1 (stereo unspecified)	-1%
CC(C)CC(NC(=O)OCc1ccccc1)C(=O)NC(Cc1c[nH]c2ccccc12)C(=O)O (stereo unspecified)	-10%
CN1CCCCC1(C)C(=O)NCc1ccc(F)cc1 (stereo unspecified)	-9%
CN(Cc1ccccc1)N=Nc1nc[nH]c1C(N)=O	4%
Cc1ccccc1-c1cnc(C(O)c2ccc(Cl)cc2)[nH]1 (stereo unspecified)	1%
C#CCNC(=O)c1ccc2sc([C@H]3C[C@H](O)[C@@H](CO)O3)nc2c1	-6%
CC(=O)Nc1ccc(C(C#N)=Cc2ccc(N(C)CCC#N)cc2)cc1	5%
C[C@H](CO)N1C[C@H](C)[C@H](CN(C)Cc2cccc(F)c2)Oc2ncc(Br)cc2C1=O	3%
CCCNC(=O)c1cc(C2CCCCN2S(=O)(=O)c2ccccc2)on1 (stereo unspecified)	-24%
O=C(O)c1cc2c(ncc3c(=O)n(-c4ccccc4)[nH]c32)s1	-2%
COc1cccc(Cn2c3ccc(NC(=O)Cc4cc(OC)ccc4OC)cc3c(=O)n2C)c1	-4%
COc1ccccc1CN1CCNC(=O)C1CC(=O)N(C)C1CCOCC1 (stereo unspecified)	4%
Cc1cccc(C)c1NC(=O)C1(C)CCC(=O)N1C1CC1 (stereo unspecified)	0%

Taken from the listing for reference:
SMILES	TbPYK inhibitor
CCOC(=O)c1cc2c(c(-c3cccc(-c4cc5ccccc5o4)c3)n1)[C@@H](CCO)N(S(=O)C(C)(C)C)C2 (stereo partly specified)	-1%
Cc1ccccc1OCC(=O)OCC(=O)NC1CCCC(C)C1C (stereo unspecified)	-7%
CC1(C(=O)NS(=O)(=O)Cc2cccc(Cl)c2)CCN1C(=O)CCc1cccs1 (stereo unspecified)	-1%

Further compounds
SMILES	TbPYK inhibitor
CCOc1ccc(CCN2C(=S)N([C@@H](Cc3ccc(O)cc3)CN3CCC[C@@H]3CN3C(=S)NC[C@@H]3Cc3ccc(O)cc3)C[C@@H]2Cc2ccc(O)cc2)cc1	4%
COc1ccc(CN2Cc3cc(-c4ccccc4)ccc3-n3nncc3C2)cc1	-5%
CC(=O)Nc1cc(-c2cccc(F)c2)cn2c(-c3ccc(S(C)(=O)=O)cc3)cnc12	13%
Cc1ccc(S(=O)(=O)NN=C2CC3CC2C2CCCC32)cc1 (stereo unspecified)	-7%
COC(=O)c1cc(NC(=O)CC(=O)c2cccc(N)c2)cc(C(=O)OC)c1	-3%
Cc1cc2nc(-c3ccc(F)cc3)c(Cc3ccccc3)n2c(C)c1Br	0%
COc1ccc(NC(=O)c2cc(C3CCCCN3S(=O)(=O)Cc3ccccc3)on2)c(C)c1 (stereo unspecified)	-10%
COCCCNC(=O)[C@H](Cc1ccccc1)NC(=O)CC[C@H]1O[C@@H](n2ccc(=O)[nH]c2=O)[C@H](O)[C@@H]1O	5%
COc1cccc(S(=O)(=O)N(C)C[C@H]2OCc3cnnn3CCCC(=O)N([C@H](C)CO)C[C@H]2C)c1	-10%
Cc1cc(Cl)ccc1C(=O)C1CCCN(C(=O)c2ccc3c(c2)OCO3)C1 (stereo unspecified)	-1%
COc1ccc(NC(=O)CSc2nnnn2-c2cccc(OC)c2)cc1	2%
COc1cc(-c2cc3nc(NCCc4ccncc4)ccn3n2)cc(OC)c1OC	2%
Cc1cccc(C)c1-n1nnnc1C1c2ccccc2C(=O)N1CCCN1CCOCC1 (stereo unspecified)	2%
CCc1nc2ccc(C(=O)N(C)CCN(C)C)cn2c1N(CC)CCOC	2%
OC(c1cccc(Cl)c1)c1nc(/C=C/c2ccc(C(F)(F)F)cc2)cs1 (stereo unspecified)	-5%
C[C@H](c1ccccc1)N1C[C@@H](COCc2ccccc2)Oc2cc(N3CC[C@@H](N(C)C)C3)ccc2S1(=O)=O	-2%
O=C(Nc1ccc(N2CCOCC2)cc1)C1CCN(S(=O)(=O)c2cccc(C(F)(F)F)c2)CC1	2%
CCCCOCCCNC(=O)C[C@@H]1C[C@@]2(C(=O)OC)CCCCC=C2N(Cc2cccc3ccccc23)C1=O	3%
COc1cccc(-c2cccc(NC(=O)C3CCN(CCCn4cccn4)CC3)c2)c1	2%
CN(C)CCNC(=O)c1ccc(-c2cnn(C)c2)c2ccoc12	1%
CC(C)NC(=O)N1CCC2(CCNCC2)CC1	-3%
C/C=C/c1cccc(-c2nc(C(=O)N3CCCCC3)cc3c2[C@@H](CCO)N(C(=O)NC(C)C)C3)c1	2%
Cc1ccccc1-c1cc2nc(NCCCN(C)C)n(C)c(=O)c2s1	-9%
CNC[C@@H]1Oc2cc(Br)ccc2S(=O)(=O)N([C@H](C)CO)C[C@H]1C	-1%
CCC(=O)Nc1cc(OC)c(NC(=S)Nc2ccccc2CC)cc1OC	1%
CCc1ccc(CN(C)C(=O)c2cc(COc3cncc(Cl)c3)on2)cc1	5%
COC[C@H](NS(=O)(=O)c1ccc(Br)cc1F)[C@@H](O)c1ccccc1	1%
COc1ccc(NC(=O)C[C@H]2C(=O)N(Cc3ccccc3)C[C@@H]2Cc2ccccc2)cc1	3%
COc1ccc(-c2cc(NC=O)c3ncc(-c4ccc(C(C)=O)cc4)n3c2)cn1	-3%
CC#CCC(C)[C@H](O)/C=C/C1[C@H](O)C[C@@H]2C/C(=C\CCCC(=O)O)C[C@H]12 (stereo partly specified)	1%
COC(=O)[C@]12CCCCC=C1N(Cc1ccc(Cl)cc1Cl)C(=O)[C@H](CC(=O)NCC1CCCCC1)C2	3%
Cc1cccc(S(=O)(=O)N(C)C[C@H]2OCc3cnnn3CCCC(=O)N([C@@H](C)CO)C[C@H]2C)c1	-5%
COc1cc(C=Cc2nnc3c4ccccc4cnn23)cc(OC)c1OC	2%
CC1(C(=O)Nc2cccc3c2CCCC3)CCN1C(=O)Cc1ccccc1Cl (stereo unspecified)	3%
COc1ccc(-c2nc3c4ccccc4ccn3c2Cc2cccc(F)c2)cc1OC	4%
COc1cc(/C=C2/SC(=S)N(CC(=O)NNC(=O)c3ccc(F)cc3)C2=O)cc(OC)c1OC	-3%
COc1ccccc1-c1cc(NC(C)=O)c2ncc(-c3ccc(S(C)(=O)=O)cc3)n2c1	-5%
O=C(c1cccs1)N1C[C@@H](O)[C@H](n2cc(C3CC3)nn2)C[C@@H]1c1ccccc1	4%
CN(C)c1cccc(NC(=O)C2Cc3c(-c4ccccc4Oc4ccccc4)ccnc3O2)c1 (stereo unspecified)	0%
COc1ccc(-c2cc3nc(NCCN4CCCC4)n(C)c(=O)c3s2)cc1OC	1%
Cc1ccccc1S(=O)(=O)NC(=O)C1(C)CCN1C(=O)C1(c2ccccc2)CCCC1 (stereo unspecified)	0%
Cc1ccc(-c2nc3ccc(Cl)cn3c2Cc2ccccc2C(F)(F)F)cc1	-5%
OCCNc1ncnc2c1ncn2[C@H]1CN(Cc2ccc(-c3ccccc3)cc2)C[C@@H](CO)O1	5%
Nc1ccccc1SC(CC(=O)c1ccccc1)c1ccccc1 (stereo unspecified)	-15%
OC(c1cccc(Cl)c1)c1nc(/C=C/c2ccccc2)cs1 (stereo unspecified)	5%
O=C(c1cccc(F)c1)N1CCC2(CCN(Cc3cc(C(F)(F)F)cc(C(F)(F)F)c3)CC2)CC1	0%
COc1ccc(NC(=O)N(C)C[C@@H]2OCc3cnnn3CCCC(=O)N([C@@H](C)CO)C[C@H]2C)c(OC)c1	-1%
COC(=O)C[C@H]1C[C@@H]2c3cc(N(C)C)ccc3O[C@@H]2[C@H](CO)O1	-17%
O=C(c1csnn1)N1CCC2(CCN(Cc3nccs3)CC2)CC1	0%
CC1(C(=O)NS(=O)(=O)C2CC2)CCCN(C(=O)COCc2ccccc2)C1 (stereo unspecified)	5%
COc1cccc(NC(=O)C2(C)CCCN2C(=O)C(C)C)c1 (stereo unspecified)	8%
CN(CC1CCCN(CCc2ccccc2F)C1)C(=O)c1cc2ccccc2o1 (stereo unspecified)	3%
O=NN(C(=O)NCc1cccnc1)C1CCCCC1	4%
CCOC(=O)C(=O)N(C)c1c(CC)nc2c(OCc3cccc(OC)c3)cccn12	2%
CC(C)C1C(=O)N(Cc2cn(CCC3OCCO3)nn2)CCS(=O)(=O)N1Cc1ccc(-c2cccc(CO)c2)cc1 (stereo unspecified)	2%
CC1=C(C(=O)N(C)C)CC(CC(=O)NCCN2CCOCC2)C(=O)N1Cc1ccccc1 (stereo unspecified)	3%
COCCNC(=O)C1CCCN(C(=O)c2cncc(Br)c2)CC1 (stereo unspecified)	-2%
O=C(Nc1ncccc1O)c1ccc(Cl)c(S(=O)(=O)N2CCCC2)c1	8%
Cc1cc(Br)cn2c(Cc3ccccc3C(F)(F)F)c(C3CCCCC3)nc12	8%
O=C(NCc1cccs1)c1csc([C@@H]2O[C@H](CO)[C@H](O)[C@H](O)[C@H]2O)n1	-2%

Ordered by count of non-hydrogen atoms (low to high): part of the list above
SMILES	TbPYK inhibitor
O=NN(C(=O)NCc1cccnc1)C1CCCCC1	4%
COCCNC(=O)C1CCCN(C(=O)c2cncc(Br)c2)CC1 (stereo unspecified)	-2%
Cc1cc(Br)cn2c(Cc3ccccc3C(F)(F)F)c(C3CCCCC3)nc12	8%
CCOC(=O)C(=O)N(C)c1c(CC)nc2c(OCc3cccc(OC)c3)cccn12	2%
CC1=C(C(=O)N(C)C)CC(CC(=O)NCCN2CCOCC2)C(=O)N1Cc1ccccc1 (stereo unspecified)	3%
CC(C)C1C(=O)N(Cc2cn(CCC3OCCO3)nn2)CCS(=O)(=O)N1Cc1ccc(-c2cccc(CO)c2)cc1 (stereo unspecified)	2%

These rows are one share of the data (hit frequency here may not be typical).
